Rad51 HR inh – human RAD51 strand exchange inhibitors, primary screen, biochemical, fluorescence. 0.085% of 200,000 active. hRad51 DNA strand exchange, fluorescence dequenching. DNA repair protein RAD51 homolog 1 (Homo sapiens), Q06609. inhibition, % at 10 µM. AID 1385, 2008;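 active = inhibition above 40% at the single screening dose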;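 note: 0% = DMSO control wells and 100% = blanks with heterologous ssDNA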
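Material: Human Rad51 nucleoprotein filaments preassembled on unlabelled ssDNA | Also added: Labelled 47-mer dsDNA for strand exchange | Dosing: Single dose, 10 µM final compound | Schedule: 30-min compound preincubation and 15-min exchange, both room temperature | Technique: Fluorescence dequenching at 485/520 nm | Measure: Percent inhibition relative to plate controls and blanks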
KCC2 mod – KCC2 cotransporter modulators, thallium flux, primary screen, cell-based, HEK293 KCC2, FluoZin-2 fluorescence, MLSMR; Solute carrier family 12 member 5 (Homo sapiens), Q9H2X9; KCC2 cells, thallium flux FluoZin-2 fluorescence; B-score of Tl+ flux slope (higher = more flux/activation; lower = inhibition) at 10 µM; 2.2% of 190,000 active;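 active = thallium flux slope and its plate-corrected score both differing from the plate sample mean at a set confidence after two filtering rounds, in either direction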;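 note: slope of fluorescence scaled to starting intensity during 10 to 20 s after thallium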
Target sequence (Q9H2X9 whole entry, looked up): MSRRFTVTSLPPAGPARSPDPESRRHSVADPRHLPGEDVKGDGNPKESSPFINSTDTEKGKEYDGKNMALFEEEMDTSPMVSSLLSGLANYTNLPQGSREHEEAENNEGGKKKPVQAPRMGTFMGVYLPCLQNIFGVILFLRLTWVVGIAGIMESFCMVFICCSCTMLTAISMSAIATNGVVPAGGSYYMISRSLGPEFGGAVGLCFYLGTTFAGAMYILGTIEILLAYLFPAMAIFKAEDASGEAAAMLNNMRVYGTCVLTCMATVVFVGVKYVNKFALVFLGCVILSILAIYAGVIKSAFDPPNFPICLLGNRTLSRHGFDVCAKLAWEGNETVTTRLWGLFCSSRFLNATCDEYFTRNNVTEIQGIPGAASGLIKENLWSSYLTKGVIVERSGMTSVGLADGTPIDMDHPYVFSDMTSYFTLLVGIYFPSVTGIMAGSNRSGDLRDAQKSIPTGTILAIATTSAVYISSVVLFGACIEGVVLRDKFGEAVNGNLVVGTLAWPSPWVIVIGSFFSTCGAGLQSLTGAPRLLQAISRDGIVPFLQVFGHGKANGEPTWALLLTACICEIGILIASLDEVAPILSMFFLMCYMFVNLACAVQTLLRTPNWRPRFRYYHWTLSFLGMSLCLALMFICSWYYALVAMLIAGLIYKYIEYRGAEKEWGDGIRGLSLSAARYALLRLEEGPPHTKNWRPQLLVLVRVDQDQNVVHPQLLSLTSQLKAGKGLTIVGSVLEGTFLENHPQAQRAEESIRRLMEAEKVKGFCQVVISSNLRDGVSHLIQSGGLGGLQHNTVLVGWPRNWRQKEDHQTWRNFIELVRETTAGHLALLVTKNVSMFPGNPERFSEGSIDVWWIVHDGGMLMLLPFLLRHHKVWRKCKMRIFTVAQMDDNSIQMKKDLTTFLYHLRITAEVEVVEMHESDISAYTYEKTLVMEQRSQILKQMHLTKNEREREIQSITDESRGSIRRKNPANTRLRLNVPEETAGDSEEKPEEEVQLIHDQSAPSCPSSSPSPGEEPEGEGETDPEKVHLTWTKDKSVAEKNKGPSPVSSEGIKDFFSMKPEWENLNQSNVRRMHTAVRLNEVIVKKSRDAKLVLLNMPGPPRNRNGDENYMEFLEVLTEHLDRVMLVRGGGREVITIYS
FXIa inh – human FXIa protease inhibitors, primary screen, biochemical, 1536-well; Coagulation factor XI (Homo sapiens), P03951; purified FXIa, Boc-Glu-Ala-Arg-AMC fluorogenic substrate; inhibition, % at 5 µM; 0.14% of 220,000 active;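 active = inhibition of at least 40%; inactive = inhibition below 40%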;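 note: fluorescence of freed AMC excited at 355 nm; 0% = enzyme without compound and 100% = no enzyme blank; many of its hits are not listed in these tables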
Thrombin inh – human alpha-thrombin inhibitors, primary screen, counter-screen for coagulation protease inhibitor project, biochemical, 1536-well, fluorogenic AMC substrate. Boc-VPR-AMC fluorogenic substrate cleavage. inhibition, % at 5 µM. 0.26% of 220,000 active;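 active = inhibition at or above 40%; inactive = inhibition below 40%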;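 note: 0% = enzyme with no compound and 100% = wells without enzyme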
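signal = AMC fluorescence, 355/460 nm | material = human alpha-thrombin enzyme | control set = enzyme without compound as high, wells lacking enzyme as low | times = reaction at room temperature | read-out basis = percent inhibition scaled between no-compound controls and no-enzyme blanks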
FXIIa inh 1536 – human FXIIa protease inhibitors, primary screen, biochemical, 1536-well; purified FXIIa, Boc-QGR-AMC fluorogenic substrate, 2 h; inhibition, % at 5 µM; 0.3% of 220,000 active; in the data active = inhibition above about 40%;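 note: 0% = enzyme with no compound and 100% = blank without enzyme; many of its hits are not listed in these tables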
PERK inh – block of dimerizer-induced PERK translation repression, primary screen, PERK inhibitor project, CHO PERK-DD cells, SEAP luminescence, HTS. Eukaryotic translation initiation factor 2-alpha kinase 3 (Homo sapiens), Q9NZJ5. CHO PERK-DD fusion, SEAP luminescence translation reporter. inhibition, % at 5.6 µM. 0.17% of 220,000 active. AID 1416, 2008;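 active = inhibition above the mean inhibition of all tested compounds plus 3 SD, set separately per screening campaign, cut at about 2.9% in these data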;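 note: PERK kinase domain activated by AP20187 dimerizer at 100 nM; 0% = DMSO with dimerizer and 100% = rapamycin at 8.4 µM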
Furin inh – human furin inhibitors, primary screen, biochemical, fluorescence intensity | purified furin, fluorogenic substrate cleavage | P09958 | AID 463115, 2010 | inhibition, % at 30 µM | 0.061% of 220,000 active; in the data active = inhibition above about 25%; note: inactives centre near -15
m-calpain inh – inhibitors of pig calpain II, primary screen, biochemical, fluorogenic peptide substrate, 1536-well | purified calpain II, 30 min | inhibition, % at 16 µM | 0.37% of 220,000 active | AID 1236, 2008;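 active = inhibition above about 50%, limit read from the data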
hK5 inh – human KLK5 protease inhibitors, primary screen, biochemical, 1536-well; Kallikrein-5 (Homo sapiens), Q9Y337; recombinant hK5, fluorogenic AMC substrate cleavage; inhibition, % at 5 µM; 0.59% of 210,000 active; AID 873, 2007;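 active = inhibition of 40% or more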;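 note: 0% = enzyme controls without compound and 100% = no-enzyme blanks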
Active calls of the source: *; x = no result given; [ ] = dose if it differs, or a comment.

Sequence of screens: FXIa inh, FXIIa inh 1536, hK5 inh, Rad51 HR inh, m-calpain inh, PERK inh, Thrombin inh, Furin inh, KCC2 mod
CCC(=O)N1CCN(c2ccc(Cl)cc2NC(=O)c2ccc3c(c2)OCCO3)CC1
→ -2, 15, -3, 6, -14, -0.6, 4, -18[20 µM], 0.79
O=C1Nc2ccccc2/C1=C/c1cccnc1
→ 3, 6, 0, 3, -5, 0.3, -5, -25, 0.67
COc1ccc(S(=O)(=O)N2CCOCC2)cc1NC(=O)c1ccccc1-c1ccc(C(F)(F)F)cc1
→ 3, 8, -7, 8, -14, 1.0, -2, -19, -0.035
Cc1cc2c(cc1S(=O)(=O)N1CCc3ccccc31)NC(=O)CO2
→ -1, 6, 0, -7, 37, -0.7, -9, -15, 0.45
CC(=O)Nc1ccc(NC(=O)COc2ccc(Br)cc2C)cc1
→ 3, 9, -6, 17, 0, 1.0, -2, -22, 0.86
Nn1c(SCc2ccccc2)nnc1-c1ccccn1
→ -10, -6, 0, -3, -4, 0.4, -7, -13[20 µM], -0.093
COCCCNS(=O)(=O)c1ccc(C)cc1
→ 3, 11, 4, -3, -20, 0.7, -5, -28, 0.47
CCCCCn1c(=O)[nH]c2cc(C(=O)NCCCN3CCCCC3)ccc2c1=O
→ 4, 9, -26, -3, -28, 0.0, 4, -21[20 µM], -0.59
COc1cc(C=O)ccc1OCCOc1ccccc1[N+](=O)[O-]
→ 3, 12, 2, 7, -7, 0.8, -5, -22, -1.2
CCCCOC(=O)C1CCCC(C(=O)OCCCC)N1 (stereo unspecified)
→ 6, 0, -1, x, -15, 0.0, -20, -25, -0.37
N=C1SC(c2ccccc2)C(=O)N1c1ncc(Cc2ccccc2)s1 (stereo unspecified)
→ -5, -2, -48, 2, 20, 0.1, -5, 6, 0.17
C/C(N)=C(/C#N)C(=O)COC(=O)c1cccc(O)c1
→ 31, 26, 25, -5, 25, 0.5, 27, 4, -0.14
CNCC(=O)Nc1ccc(Cl)c(C(F)(F)F)c1
→ 3, 11, 13, -12, 22, -1.2, 16, -20, 0.87
COc1ccc(OC)c(Nc2ncnc3c2cnn3-c2cccc(C)c2)c1
→ 8, 9, -3, -1, 22, -0.1, 1, -20[20 µM], -0.73
Cc1onc(C(=O)NN)c1-c1csc(COc2ccc(Cl)cc2)n1
→ -4, 7, 18, -2, -17, 0.5, -3, -18, 1.1
O=C(NCc1ccccn1)C(=O)NN=C1CCCCCCCCCCC1
→ -2, 8, 1, -106, 11, -0.2, -3, -13, x
CCCN(CC1CC1)S(=O)(=O)c1ccc(-n2cnnn2)c(OC)c1
→ 5, -7, -5, 0, -27, -1.2, -1, -20[20 µM], 0.37
CCOC(=O)c1nc(N2CCN(C(=O)OCC)CC2)c2c3c(sc2n1)CCCC3
→ 5, 14, -9, 6, -174, -1.9, 3, -15, -2.2
COc1cc(CN(C)CC(=O)c2[nH]c(C)c(C(C)=O)c2C)ccc1OC(F)F
→ -5, -2, -4, x, 16, -1.2, -3, -15[20 µM], -0.58
CC1CN(C(=O)c2cc3c(=O)n4ccccc4nc3s2)CC(C)O1 (stereo unspecified)
→ -16, -41, -107, x, x, -0.8, -4, -33, 0.15
COc1ccc(NC(=O)Nc2ccc(Br)c(C)c2)cc1
→ -1, 7, -6, 19, -4, 2.7, 4, -24, 0.067
CCN(C(=O)CN1CCN(c2cccc(C(F)(F)F)c2)CC1)c1c(N)n(Cc2ccccc2)c(=O)[nH]c1=O
→ 6, 10, 0, -2, 0, 1.4, -6, -24, 0.61
Cn1nnnc1SCC(=O)NNC(=O)c1ccc(Br)cc1
→ -7, 5, -1, 1, -13, 0.2, -8, -22, -0.027
CC(=O)Nc1nnc(CSCc2ccc(F)cc2)s1
→ -9, -5, -4, -26, -19, 0.2, -7, -19, -1.7
Cc1ccc(N(C(C)C(=O)Nc2cccc(N(C)S(C)(=O)=O)c2)S(C)(=O)=O)cc1 (stereo unspecified)
→ 3, 7, x, -1, -6, 1.0, 0, -23, -1.1
O=C(O)c1cccc(Cn2c(Cl)c(/C=N/NC(=O)c3ccccc3)sc2=O)c1
→ 1, 10, -17, -3, -10, 0.5, 0, -24[20 µM], -0.44
Cc1[nH]n(-c2ccccc2)c(=O)c1C=Nc1cccc2cccnc12
→ 2, 6, -107, 0, 10, 0.3, -6, -4, 1.4
CCCC1C2C(=O)N(c3cccc(C)c3)C(=O)C2ON1c1ccccc1 (stereo unspecified)
→ -6, 1, -4, 9, 4, 1.9, -5, -20, -0.0014
Cc1cccc(OCc2nc3ccccc3c(=O)n2N)c1
→ -4, -1, 4, -13, 21, -2.0, -1, -12[20 µM], x
CC(C)=CCN1CCN(CCCn2cccn2)CC1CCO (stereo unspecified)
→ 6, 13, -1, 1, -34, 1.0, -2, -32, 0.1
Cc1ccc(C(=O)N[C@@H](C)CN2C3=NC[C@H](C)N3C[C@H]2Cc2ccc(O)cc2)cc1Br
→ 3, 13, 8, 2, 1, x, 6, 7, 0.057
CNC(=S)N(CCc1c(C)[nH]c2ccc(Cl)cc12)Cc1cc(OC)c(OC)c(OC)c1
→ 3, 6, -11, x, -14, -0.7, -3, -15, -1.2
CCN(CC)CCNC(=O)Cn1ncc2ccccc2c1=O
→ 1, 7, 3, 0, -15, 1.1, -2, -15, -0.63
CC1CCCCN1S(=O)(=O)c1cnc(Cl)c(Br)c1 (stereo unspecified)
→ 16, 34, -9, 16, 25, 0.6, 16, -20, 0.36
COc1cccc(-n2nnnc2SCC(=O)NC2CCCC2)c1
→ 1, 7, -10, 0, 9, -1.0, -1, -15[20 µM], -0.089
CCCCn1c(SCC(=O)O)nc2ccccc21
→ -5, 11, 1, 10, -1, 0.8, -5, -27[20 µM], x
O=C(CN1CCN(S(=O)(=O)c2ccccc2)CC1)NC(=O)NCc1ccccc1
→ -13, 3, 16, 7, 10, 1.5, 1, -23, x
COc1ccc2[nH]c(C(=O)O)c(NS(=O)(=O)c3ccc(Cl)s3)c2c1
→ 5, 14, -14, 5, -72, 1.1, 0, -19, x
Cc1ccc(S(=O)(=O)N2CCCCC2)cc1NC(=O)Cn1ccc(C(F)(F)F)n1
→ -4, 5, -18, 12, -25, 0.3, 13, -23, 0.54
COc1ccccc1NC(=O)Cn1cnc2c(cnn2-c2ccc(C)c(C)c2)c1=O
→ -6, 1, -10, x, -28, -0.3, -4, -20, -2.2

Pulled one by one from the entries so far:
Sequence of screens: FXIa inh, FXIIa inh 1536, hK5 inh, Rad51 HR inh, m-calpain inh, PERK inh, Thrombin inh, Furin inh, KCC2 mod
Cc1ccc(S(=O)(=O)N2CCCCC2)cc1NC(=O)Cn1ccc(C(F)(F)F)n1
→ -4, 5, -18, 12, -25, 0.3, 13, -23, 0.54
Cc1ccc(C(=O)N[C@@H](C)CN2C3=NC[C@H](C)N3C[C@H]2Cc2ccc(O)cc2)cc1Br
→ 3, 13, 8, 2, 1, x, 6, 7, 0.057

Continuation.
Sequence of screens: FXIa inh, FXIIa inh 1536, hK5 inh, Rad51 HR inh, m-calpain inh, PERK inh, Thrombin inh, Furin inh, KCC2 mod
COc1cccc2cc(C(=O)NCc3ccco3)c(=Nc3ccc(C(=O)O)cc3)oc12
→ -7, 3, -5, 1, -94, 0.4, -1, -6[20 µM], 0.042
COc1ccc(C(O)c2nccn2C)cc1 (stereo unspecified)
→ -3, 7, -13, 2, -48, 0.4, -2, -13[20 µM], 0.15
COc1ccc(Cc2[nH]n3c(=O)cc(C(C)C)nc3c2-c2ccccc2)cc1
→ -7, 2, -28, 14, -89, 0.9, -2, -16, 1.7
CC(C)COP(=O)(c1ccc(N(C)C)cc1)C(Nc1ccccc1)c1ccccc1 (stereo unspecified)
→ -4, 1, -6, 4, 5, -0.1, 8, -17, -0.0064
CC(C)(C)c1cc(-c2ccccc2)no1
→ 2, 5, 1, -33, -1, 1.0, -1, -12, 1.4
CCOc1ccc(-n2c(SCC(=O)c3c(N)n(C)c(=O)n(C)c3=O)nnc2-c2cccnc2)cc1
→ -1, 3, -20, -5, 1, 0.6, -9, -4, 0.19
O=c1oc2ccccc2c(O)c1CN1CCCCC1
→ 8, 14, 2, 8, -5, -0.5, -2, -18, -1.7
CCC(=O)NC(=S)Nc1ccc(NC(=O)COc2ccccc2)cc1
→ 6, 9, -7, -3, 5, 1.5, -5, -14, 2.1
CCOCC(=O)Nc1cc(C(=O)Nc2cc(C)cc(C)c2)ccc1Cl
→ -1, 4, 2, 27, -22, -0.1, -5, -29, x
Cc1c(Br)c([N+](=O)[O-])nn1CCCC(=O)Nc1sc2c(c1C(N)=O)CCC(C)C2 (stereo unspecified)
→ 3, 6, 10, 2, -50, -0.2, 0, -5, 0.44
Cc1onc(-c2ccccc2Cl)c1C(=O)Nc1nc2c(s1)CCCC2
→ 4, 21, -6, 8, 34, -0.3, 1, -21[20 µM], 0.94
COc1ccc(-c2nn(-c3ccccc3)cc2CNC(C)Cn2cncn2)c(F)c1 (stereo unspecified)
→ 5, 8, x, 6, -6, -0.4, 0, -27, x
O=C(O)Cn1nnc(-c2cccs2)n1
→ -13, -5, -4, x, -13, 1.1, -4, -15, -0.014
CCn1cc(C(=O)OCC(=O)N2C(C)CCCC2C)c(=O)c2ccc(C)nc21 (stereo unspecified)
→ -4, 4, -1, -13, 4, -1.0, -1, -16, 0.51
O=C1CCCN1c1ccc(S(=O)(=O)Oc2ccc(Cl)cc2)cc1[N+](=O)[O-]
→ 6, 8, -2, 6, 14, -0.9, 2, -10[20 µM], x
O=C(O)COc1ccccc1/C=N/NC(=O)CSc1nnc(SCc2ccc(Cl)cc2)s1
→ 8, 16, 2, x, 2, 1.3, 3, -18, -3.4
Cc1ccc2c(c1)NCC(C(=O)NC1CCC(C)CC1)O2 (stereo unspecified)
→ 6, 9, -4, x, 9, 0.9, -4, -13, -0.35

Screening results (PubChem BioAssay)

Some of the compounds tested (hit frequency here may not be typical).
